# H37Rv inhibition: M. tuberculosis growth inhibition, HTS (AID 449762) | 0.59% of 330,000 active | M. tuberculosis H37Rv growth inhibition, 7H9 media; higher % means a stronger effect | inhibition, % at 25 µM, or IC50 in µM where a hit was titrated; in the data active = a potency from the dose series; inconclusive = inhibition above about 70% without an active follow-up result;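 also: bacterial growth assessed after seven days of incubation; strong numbers were not always called active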
# inhibitors of VEEV: inhibitors of VEEV TC-83 cytopathic effect, confirmation, Vero cells (AID 588727); Vero cells, VEEV TC-83 cytopathic effect inhibition; higher % means a stronger effect; inhibition, % at 20 µM; hits with a dose series show IC50 in µM; 0.13% of 350,000 active; in the data active = a potency from the dose series; inconclusive = inhibition mostly from about 14% at the one dose, without a potency; inactive = the rest, 99 in 100 with inhibition below about 12%; also: strong numbers were not always called active
# H1N1 NS1A inhibition: H1N1 influenza NS1A inhibitors, functional cell based assay (AID 504329) | NS1A functional cell-based assay, percent inhibition; higher % means a stronger effect | one-dose inhibition, % at 12.5 µM; IC50 in µM for titrated hits | 0.3% of 340,000 active; in the data active = a potency from the dose series; inconclusive = inhibition above about 27% without an active follow-up result; also: strong numbers were not always called active
# PhoP GFP inhibition: PhoP regulon inhibitors, Salmonella typhi PhoP promoter GFP reporter, confirmatory (AID 1850). Salmonella Typhi PhoP-promoter GFP reporter, fluorescence, 4 h; higher % means a stronger effect. one-dose inhibition, % at 50 µM; IC50 in µM for titrated hits. 0.33% of 310,000 active; in the data active = a potency from the dose series; inconclusive = inhibition mostly from about 25% at the one dose, without a potency; inactive = the rest, 99 in 100 with inhibition below about 19%;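 also: 0% = induced wells with vehicle and 100% = uninduced wells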
# M. tuberculosis: growth inhibition of non-replicating M. tuberculosis (AID 488890). Mycobacterium tuberculosis non-replicating, growth inhibition; higher % means a stronger effect. inhibition, % at 25 µM; hits with a dose series show IC50 in µM. 0.39% of 320,000 active; in the data active = a potency from the dose series; inconclusive = inhibition mostly from about 82% at the one dose, without a potency; inactive = the rest, 99 in 100 with inhibition below about 76%;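 also: plate controls were DMSO cells for no effect and high antibiotic wells for full effect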
# * = called active by the depositor; i = inactive; ? = inconclusive; nt = no result given; & = joins results of further samples; ! = not active in a repeat. Only part of the results is shown; the hit share may differ from the screen's.
SMILES,H37Rv inhibition,inhibitors of VEEV,H1N1 NS1A inhibition,PhoP GFP inhibition,M. tuberculosis
C[C@H](CCC(=O)O)[C@H]1CC[C@H]2[C@@H]3[C@H](O)C[C@@H]4C[C@H](O)CC[C@]4(C)[C@H]3CC[C@]12C,-1%,0.2%,-14%,10%,35%
Cn1ccc2cc3c(cc21)CCN3C(=O)Nc1cccnc1,4%,12%,7%,12%,9%
CN(C)CCCSc1ccccc1NC(=O)/C=C/c1ccccc1,-4%,nt,nt,7%,6%
CCc1ccccc1OC[C@@H](O)CN[C@H]1CCCc2ccccc21,47%,i,3%,14%,78%
Cc1c(C)n(Cc2ccccc2)c2ccc(C(=O)OCCN(C)C)cc12,58%,2.6%,19%,11%,72%
O=C(Nc1cc(-c2ccccc2)nn1-c1ccccc1F)c1ccc([N+](=O)[O-])cc1,-3%,0.6%,-4%,-10%,1%
CC1O[C@@H](OCC2O[C@@H](Oc3cc(O)c4c(c3)OC(c3ccc(O)cc3)CC4=O)[C@H](O)[C@@H](O)[C@@H]2O)[C@H](O)[C@H](O)[C@H]1O (some centres undefined),-6%,0.8%,1%,8%,2%
CC(=O)OCC(=O)[C@@]1(O)CC[C@H]2[C@@H]3CCC4=CC(=O)C=C[C@]4(C)[C@@]3(F)[C@@H](O)C[C@@]21C,10%,0.5%,0%,2%,15%
CC(C)(C)NCC(O)COc1cccc2c1C[C@H](O)[C@H](O)C2 (some centres undefined),-2%,i,5%,1%,-6%
CC[C@]12CCCN3CCc4c(n(c5ccccc45)[C@](O)(C(=O)OC)C1)[C@@H]32,-1%,0.4%,-16%,-5%,-8%
CCC(C(=O)Nc1ccccc1N1CCCC1)c1ccccc1 (centres undefined),19%,i,1%,-3%,16%
O=C(O)Cc1cn(-c2ccccc2)nc1-c1ccc(Cl)cc1,1%,5.2%,-6%,8%,27%
C=C[C@H]1CN2CCC1C[C@H]2[C@H](O)c1ccnc2ccc(OC)cc12 (some centres undefined),-1%,i,0%,-14%,21%
CN(C)CC/C=C1/c2ccccc2COc2ccc(CC(=O)O)cc21,-1%,i,-7%,-7%,-8%
COc1ccc(C(=O)c2ccccc2)c(O)c1,8%,i,-3%,-3%,nt
CCN(CC)CC1CCCCN1CC(=O)N1c2ccccc2C(=O)Nc2cccnc21 (centres undefined),-2%,nt,nt,-4%,-11%
Cc1scc2c1N(C(=O)CN1CCN(C)CC1)c1ccccc1NC2=O,11%,0.1%,0%,-2%,-7%
O=C(CCN1CCN(CCO)CC1)N1c2ccccc2Sc2ccc(C(F)(F)F)cc21,4%,i,-1%,1%,51%
Nc1c2ccccc2nc2ccccc12,59%&-9%,i,-2%,37µM*!,?
CCN(CCCCOC(=O)c1ccc(OC)c(OC)c1)C(C)Cc1ccc(OC)cc1 (centres undefined),1%,i,3%,-2%&2%,20%
CN(C)c1ccc2nc3ccc(=[N+](C)C)cc-3sc2c1,?,0.3%,-2%,18µM*,27%
Cc1nc2c3ccccc3nc(NNC(=O)CCC(=O)N3CCN(c4ccccc4F)CC3)n2n1,-6%,2.7%,-8%,-4%,-2%

# Exported field by field: entries from further up
C[C@H](CCC(=O)O)[C@H]1CC[C@H]2[C@@H]3[C@H](O)C[C@@H]4C[C@H](O)CC[C@]4(C)[C@H]3CC[C@]12C
  H37Rv inhibition: -1%; inhibitors of VEEV: 0.2%; H1N1 NS1A inhibition: -14%; PhoP GFP inhibition: 10%; M. tuberculosis: 35%
CCN(CC)CC1CCCCN1CC(=O)N1c2ccccc2C(=O)Nc2cccnc21 (centres undefined)
  H37Rv inhibition: -2%; inhibitors of VEEV: nt; H1N1 NS1A inhibition: nt; PhoP GFP inhibition: -4%; M. tuberculosis: -11%
CCC(C(=O)Nc1ccccc1N1CCCC1)c1ccccc1 (centres undefined)
  H37Rv inhibition: 19%; inhibitors of VEEV: i; H1N1 NS1A inhibition: 1%; PhoP GFP inhibition: -3%; M. tuberculosis: 16%
Cc1scc2c1N(C(=O)CN1CCN(C)CC1)c1ccccc1NC2=O
  H37Rv inhibition: 11%; inhibitors of VEEV: 0.1%; H1N1 NS1A inhibition: 0%; PhoP GFP inhibition: -2%; M. tuberculosis: -7%

# Filtered by structure: those above with sulfur.
SMILES,H37Rv inhibition,inhibitors of VEEV,H1N1 NS1A inhibition,PhoP GFP inhibition,M. tuberculosis
CN(C)CCCSc1ccccc1NC(=O)/C=C/c1ccccc1,-4%,nt,nt,7%,6%
Cc1scc2c1N(C(=O)CN1CCN(C)CC1)c1ccccc1NC2=O,11%,0.1%,0%,-2%,-7%
O=C(CCN1CCN(CCO)CC1)N1c2ccccc2Sc2ccc(C(F)(F)F)cc21,4%,i,-1%,1%,51%
CN(C)c1ccc2nc3ccc(=[N+](C)C)cc-3sc2c1,?,0.3%,-2%,18µM*,27%

# High-throughput results: PubChem BioAssay, Southern Research Specialized Biocontainment Screening Center
